PME-1 primary: blocks human protein phosphatase methylesterase 1. Q9Y570. recombinant PME-1, FP-Rh probe fluorescence polarization. inhibition, % at 5.9 µM. hit rate 0.53% among 320,000. AID 2130;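 active means inhibition above the campaign mean of all compounds plus 3 SD, cut at about 26% in these data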;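 further: competitive labeling of PME-1 active site by serine hydrolase directed probe; 0% = PME-1 with DMSO and 100% = wells lacking PME-1 enzyme; inhibitors block probe labeling so polarization falls and inhibition rises; many of its hits are not listed in these tables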
MCL1 BIM primary: inhibitors of human MCL1 binding to BIM-BH3 peptide; GST-MCL1 / FITC-Bim-BH3 fluorescence polarization; hit rate 0.68% among 320,000; inhibition, % at 10.9 µM; Q07820;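 active means inhibition above the mean inhibition of all tested compounds plus 3 SD, set per campaign, cut at about 40% in these data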;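 further: 0% = DMSO wells and 100% = unlabeled Bim-BH3 peptide control; higher means more loss of mP so more displacement of Bim peptide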
GSTO1 counter: counter-screen for RBBP9 inhibitors: inhibitors of human GSTO1; hit rate 1.1% among 300,000; P78417; recombinant GSTO1, activity-based probe fluorescence polarization; inhibition, % at 5.96 µM;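 active means inhibition above the campaign mean inhibition plus 3 SD, cut at about 35% in these data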;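 further: 0% = GSTO1-1 with DMSO and 100% = wells lacking GSTO1-1 enzyme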
Target sequence (P78417 whole entry, looked up): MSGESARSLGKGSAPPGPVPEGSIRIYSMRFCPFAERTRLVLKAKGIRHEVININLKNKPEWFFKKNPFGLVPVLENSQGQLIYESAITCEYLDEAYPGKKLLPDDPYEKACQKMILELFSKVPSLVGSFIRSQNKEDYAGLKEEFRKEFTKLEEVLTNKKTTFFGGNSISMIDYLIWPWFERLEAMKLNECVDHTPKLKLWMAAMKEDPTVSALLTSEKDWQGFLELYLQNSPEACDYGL
TPT1 inh: blocks Candida albicans tRNA 2'-phosphotransferase; hit rate 0.81% among 300,000; AID 1962; inhibition, % at 5 µM; recombinant caTPT1, FP RNA substrate dephosphorylation;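 active means inhibition above the mean of all tested compounds plus 3 SD, set per screening campaign, cut at about 24% in these data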;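 further: plate controls were DMSO alone for no effect and ferristatin control at 100 nM for full effect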
MEX-5 binding: C. elegans MEX-5 TCR-2 RNA binding activity | Q9XUB2 | MEX-5/FITC-TCR2 RNA binding, fluorescence polarization; active compounds read low | activity score (negative = inhibition of binding), % at 10 µM | hit rate 0.38% among 300,000 | AID 1832;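 active means inhibition past about -25% in most replicates, and total fluorescence under double the plate's negative control median, limit read from the data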;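 further: 0% = DMSO and -100% = 5 µM competing unlabeled TCR2 RNA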
GLD-1 RNA inh: GLD-1-TGE RNA interaction inhibition (C. elegans); purified GLD-1 + fluorescein TGE RNA, fluorescence polarization; Q17339; inhibition, % at 5.96 µM; hit rate 0.44% among 320,000; AID 2280;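 active means percent inhibition above a per-plate cutoff, the plate mean of test compounds plus 3 SD, cut at about 30% in these data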;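 further: 0% = DMSO wells with GLD-1 and probe and 100% = wells lacking GLD-1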
PAD4 inh: inhibitors of human PAD4. recombinant PAD4, RCA probe fluorescence polarization. inhibition, % at 6.36 µM. hit rate 0.41% among 330,000. AID 485272;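 active means percent inhibition above a cutoff equal to the mean of all tested compounds plus 3 SD, cut at about 15% in these data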;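 further: 0% = PAD4 with RCA probe and DMSO and 100% = probe without PAD4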
Target sequence (Q9UM07 whole entry, looked up): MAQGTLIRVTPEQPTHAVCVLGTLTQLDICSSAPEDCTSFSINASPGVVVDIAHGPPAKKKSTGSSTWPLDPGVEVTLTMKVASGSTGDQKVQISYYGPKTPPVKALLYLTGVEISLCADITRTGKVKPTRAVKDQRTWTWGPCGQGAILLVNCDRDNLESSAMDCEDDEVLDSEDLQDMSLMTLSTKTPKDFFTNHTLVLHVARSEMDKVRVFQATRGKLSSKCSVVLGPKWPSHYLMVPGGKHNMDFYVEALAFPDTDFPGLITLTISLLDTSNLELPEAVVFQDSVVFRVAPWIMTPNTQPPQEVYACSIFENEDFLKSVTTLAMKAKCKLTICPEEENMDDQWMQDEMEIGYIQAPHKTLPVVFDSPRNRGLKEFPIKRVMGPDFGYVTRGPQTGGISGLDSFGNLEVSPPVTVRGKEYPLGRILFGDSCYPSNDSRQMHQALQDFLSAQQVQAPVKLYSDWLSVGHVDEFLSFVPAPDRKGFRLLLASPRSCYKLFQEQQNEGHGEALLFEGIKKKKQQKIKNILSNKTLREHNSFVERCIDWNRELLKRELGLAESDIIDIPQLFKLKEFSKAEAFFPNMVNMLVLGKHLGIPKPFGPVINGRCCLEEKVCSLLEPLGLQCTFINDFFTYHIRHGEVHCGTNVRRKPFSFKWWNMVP
Fam108B inh: counter-screen for RBBP9 inhibitors: inhibitors of mouse Fam108B; AID 1947; hit rate 0.33% among 300,000; recombinant Fam108B, FP-Rh probe fluorescence polarization; inhibition, % at 9.51 µM;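 active means inhibition above the screen mean inhibition plus 3 SD, computed separately per campaign, cut at about 18% in these data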;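 further: inhibitors lower polarization as less probe binds the enzyme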
Bcl-xL primary: Bcl-xL (human) inhibition | inhibition, % at 10.9 µM | hit rate 0.7% among 320,000 | Q07817 | GST-Bcl-xL / FITC-Bim BH3 peptide fluorescence polarization;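 active means inhibition above the mean of all tested compounds plus 3 SD, cutoff set per campaign, cut at about 30% in these data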;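 further: 0% = DMSO wells and 100% = unlabeled Bim-BH3 peptide competitor; inhibitors lower millipolarization by displacing the labeled peptide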
* hit, by the source's call; / = no result given. Some of the compounds tested; count on the stated rates, not on these rows.

SMILES	PME-1 primary	MCL1 BIM primary	GSTO1 counter	TPT1 inh	MEX-5 binding	GLD-1 RNA inh	PAD4 inh	Fam108B inh	Bcl-xL primary
Cc1c(N2C(=O)CSC2c2ccc([N+](=O)[O-])cc2)c(=O)n(-c2ccccc2)n1C (configuration not stated)	-1	1	6	-4	-1.9	-5	-2	1	4
CC(C)CC(NC(N)=O)C(=O)OCC(=O)N(Cc1ccccc1)Cc1ccccc1 (configuration not stated)	-6	-7	2	3	/	-1	-5	4	2
NC(=O)CC[C@@H]1NC(=O)[C@@H]2CCCN2C(=O)c2cc([N+](=O)[O-])cc(F)c2NCCC[C@@H](C(N)=O)NC1=O	-2	2	-1	-3	-2.3	5	1	2	3
Cc1nn(Cc2ccc(F)cc2)c(C)c1NC(=O)c1cc2ncc(Br)cn2n1	5	19	6	-4	0.6	-5	-3	3	11
O=C(NC(=S)NC1CC1)c1cccnc1	-1	12	7	-1	-0.6	-1	3	6	6
O=C(O)c1cc(/C=C/C(=O)c2cc(F)ccc2O)c2c(c1)COCO2	0	9	4	-2	/	3	-6	-4	9
Cc1cccc(OCC(=O)Nc2cc(C)on2)c1	0	-3	2	-1	-0.4	6	0	-1	4
Cc1noc(C)c1CSCC(=O)Nc1cc(S(=O)(=O)N2CCOCC2)ccc1OC(C)C	7	-3	-5	-2	0.6	-4	-8	2	0
COc1ccccc1NC(=O)Nc1cccnc1	8	7	-1	-4	/	-1	-4	-1	9
COc1cc(/C=N/NC(=O)C(C)n2nnc3ccccc32)ccc1O (configuration not stated)	-4	14	9	-1	2.8	2	-3	0	4
Cc1ccc2nc(SCC(=O)Nc3ccc(F)cc3)nc(=O)n2c1	4	2	1	-1	1.9	9	3	-3	3
O=C(Nc1ccc(-c2nc3c(ccc4ccccc43)o2)cc1)c1ccco1	-31	-2	-5	1	2.4	6	-4	-21	-2
Cc1ccc(NC(=O)c2cc(-c3ccco3)on2)cc1	-3	-1	0	-2	1.2	-7	2	-1	3
COc1ccc(S(=O)(=O)N2CCOCC2)cc1NC(=O)CSc1nnc2ccccn12	0	-3	-1	0	1.0	2	5	0	-17
Cc1cc(CN(C)C(=O)CC2C(=O)NCCN2Cc2ccc(-c3ccccc3)cc2)on1 (configuration not stated)	3	10	12	-1	2.8	6	-1	0	18
COC(=O)c1cc2ccsc2n1CC(=O)Nc1cc(C)cc(C)c1	1	7	-2	2	-3.6	4	2	-5	4
COc1ccc(-n2c(C)cc3cc(OC(C)=O)ccc32)cc1	-5	2	7	0	3.4	1	-5	-1	0
Cc1ccc(N2CC(C(=O)Nc3cc(C)on3)CC2=O)c(C)c1 (configuration not stated)	-2	-1	12	0	1.7	-4	-4	1	3
COC(=O)[C@H](Cc1ccccc1)NC(=O)c1ccc2ccccc2n1	0	2	1	-2	0.5	-9	1	-1	3
Cc1ccccc1-n1c(SC/C(O)=C(\C#N)c2nc3ccccc3[nH]2)nnc1-c1ccncc1	-4	2	0	7	1.9	5	-4	7	9
O=C(COC(=O)c1ccccc1Cl)Nc1nccs1	2	2	4	1	-3.3	3	-7	1	2
O=c1c(Cc2ccc(F)cc2)c(O)ccn1CCc1ccccn1	0	-3	9	-2	0.0	4	-2	-1	-1
Cc1ccccc1CSCCNS(C)(=O)=O	-2	-3	-2	1	0.5	2	5	-1	3
Cc1cc(C)n(CC(=O)NNC(=O)CCNC(=O)c2ccccc2Cl)n1	-1	2	-8	-2	-0.4	1	-2	0	4
CCn1c2ccccc2c2cc(Nc3cc(C)nc4ncnn34)ccc21	2	5	-1	2	-2.2	1	-3	1	6
O=C(CC1NCCc2ccccc21)Nc1cccc(Cl)c1 (configuration not stated)	-2	1	6	-2	-2.3	-1	-6	2	2
O=C(CCC1(C(=O)O)CCC(=O)NC1)NCc1ccccc1 (configuration not stated)	3	-1	0	1	-1.4	9	-9	0	2
CN(C)C(/C=C/Nc1ccccc1F)=C(C#N)C#N	-5	4	0	-2	-1.9	-10	-1	5	3
COc1ccc(N2C(=O)C(Cl)=C(Oc3cccc(OC)c3)C2=O)cc1	-2	-1	3	5	0.4	0	-1	0	-2
Cc1cccc(NC(=O)/C(C#N)=C/c2ccc(Sc3ccccc3)o2)c1C	1	-25	5	0	1.4	-12	-1	1	-5
COc1cccc(-n2c(SCc3ccccn3)nc3c(c2=O)SCC3)c1	5	5	1	0	2.6	0	0	4	2
N#Cc1c(NC(=O)C2C3C=CC(C3)C2C(=O)O)sc2c1CCCCC2 (configuration not stated)	6	11	0	-3	-1.5	3	4	-3	6
Cc1ccccc1NC(=O)CN1C(=O)S/C(=C\c2cccn2-c2cccc(C(=O)O)c2)C1=O	-5	-5	3	6	-5.0	-1	7	-3	0
CC(C)Oc1ccc(CSc2ncn[nH]2)cc1	-6	0	8	-7	-0.1	-1	2	2	7
COc1ccc(CCNC(=O)CN(c2cccc([N+](=O)[O-])c2)S(C)(=O)=O)cc1	-3	2	6	-3	0.3	-1	-2	3	0
O=c1[nH]c(CN2CCN(c3ccccc3Cl)CC2)nc2ccsc12	1	6	5	-2	-6.4	1	2	6	1
COc1ccc(/C=N/NC(=O)c2cc(-c3ccccc3OC)nc3ccccc23)cc1COC(C)=O	-15	6	-14	-1	-1.0	-3	-2	-10	3
CC(=O)c1ccccc1NS(=O)(=O)c1ccc2c(c1)CC(=O)N2	-1	0	/	/	/	-4	-9	/	-7
O=C(Nc1cccc(-c2cn3c(n2)SCC3)c1)c1ccc2ccccc2n1	-9	-5	-23	-1	-0.6	0	-4	0	-3
COc1ccc(CNC(=O)Cn2ccc3cc(S(=O)(=O)N4CCCC4)ccc32)cc1OC	8	0	7	-2	-2.9	-10	2	3	-2
Cc1csc(CNC(=O)c2ccc(OC3CCN(CCc4ccccc4)CC3)cc2)n1	2	16	-1	-1	/	0	-2	0	12
Cn1c(CC(=O)Nc2ccc(Cl)cc2)nnc1SCC(=O)N1CCOCC1	-3	-3	4	-2	1.2	-2	-1	-1	2
COc1ccc(CC(=O)Nc2c3c(nn2C(C)(C)C)CS(=O)(=O)C3)cc1	-2	1	-3	2	1.4	10	-2	-6	0
CCc1ccc(CCC(=O)Nc2nccs2)o1	-10	-4	1	1	-0.1	4	1	-1	1
N#CC1=C(N)C2=CCCC[C@H]2[C@H](c2ccccc2)C1(C#N)C#N	5	42*	5	3	-17	40*	-4	1	35*
COCCCNC(=O)Cn1cc(C(C)=O)c2ccccc21	6	3	-3	0	0.4	7	-4	-3	4
Cc1ccc(S(=O)(=O)C(C)C(=O)NCCS(=O)(=O)c2ccc(Cl)cc2)cc1 (configuration not stated)	4	4	1	1	5.9	-3	-2	3	-1
CCC1(CC)NC(=O)N(CC(=O)OCC(=O)Nc2cc(OC)ccc2OC)C1=O	-4	-6	/	/	/	-5	-2	/	2
COc1cccc(C(=O)OCCCOC(=O)c2cccc(OC)c2OC)c1OC	2	-6	3	2	-1.8	1	-1	0	2
COCCNc1nnc(Cc2ccc(OC)c(OC)c2)c(=O)[nH]1	-5	-7	1	2	0.4	2	2	-1	-2

GLD-1 RNA inh: hit marks shown above.
Compound	PME-1 primary	MCL1 BIM primary	TPT1 inh	MEX-5 binding	GLD-1 RNA inh	PAD4 inh	Bcl-xL primary
N#CC1=C(N)C2=CCCC[C@H]2[C@H](c2ccccc2)C1(C#N)C#N	5	42*	3	-17	40*	-4	35*

Further entries follow:
SMILES	PME-1 primary	MCL1 BIM primary	GSTO1 counter	TPT1 inh	MEX-5 binding	GLD-1 RNA inh	PAD4 inh	Fam108B inh	Bcl-xL primary
CCOc1ccccc1NC(=O)CSc1nnnn1-c1ccccc1	-1	9	8	-3	3.0	8	5	-3	3
Cc1ccn2c(=O)nc(SCC(=O)c3ccc(Cl)cc3)nc2c1	1	9	-1	1	-4.2	1	2	2	4
Cc1ccc(CCNS(=O)(=O)c2cc(Br)cnc2N)cc1	-5	3	1	0	-3.1	3	2	2	7
COC(=O)c1ccc(S(=O)(=O)c2ccc(Cl)cc2)c(N)c1	6	-6	6	-3	0.3	-2	1	0	-1
O=C(CN(c1ccc(F)cc1)S(=O)(=O)c1ccc2c(c1)OCCO2)NCc1ccncc1	0	-2	6	1	1.0	-1	-1	4	2
CCC(C)NC(=O)N[C@@H](CCSC)C(=O)O (some centres not stated)	3	-7	-5	-1	0.6	1	-1	2	-5
O=C(NCC1CCCCC1)c1cccc(-c2ccc(O)cc2)c1	-4	-10	-13	-1	-0.6	1	-8	-6	-8
COc1ccccc1-n1cn[nH]c1=S	2	-1	9	1	-1.3	1	5	0	-6
O=C(Nc1ccccn1)c1ccc([N+](=O)[O-])cc1Cl	2	-2	1	-3	1.7	0	-6	5	2
CN1CCC(N(C)C(=S)Nc2ccc(SC(F)F)cc2)CC1	-6	5	1	-1	0.9	2	-5	6	4

Rewritten as comma-separated lines: 13 of the compounds above.
structure,PME-1 primary,MCL1 BIM primary,GSTO1 counter,TPT1 inh,MEX-5 binding,GLD-1 RNA inh,PAD4 inh,Fam108B inh,Bcl-xL primary
N#CC1=C(N)C2=CCCC[C@H]2[C@H](c2ccccc2)C1(C#N)C#N,5,42*,5,3,-17,40*,-4,1,35*
COCCCNC(=O)Cn1cc(C(C)=O)c2ccccc21,6,3,-3,0,0.4,7,-4,-3,4
Cc1ccc(S(=O)(=O)C(C)C(=O)NCCS(=O)(=O)c2ccc(Cl)cc2)cc1 (configuration not stated),4,4,1,1,5.9,-3,-2,3,-1
CCC1(CC)NC(=O)N(CC(=O)OCC(=O)Nc2cc(OC)ccc2OC)C1=O,-4,-6,/,/,/,-5,-2,/,2
COc1cccc(C(=O)OCCCOC(=O)c2cccc(OC)c2OC)c1OC,2,-6,3,2,-1.8,1,-1,0,2
COCCNc1nnc(Cc2ccc(OC)c(OC)c2)c(=O)[nH]1,-5,-7,1,2,0.4,2,2,-1,-2
CCOc1ccccc1NC(=O)CSc1nnnn1-c1ccccc1,-1,9,8,-3,3.0,8,5,-3,3
Cc1ccn2c(=O)nc(SCC(=O)c3ccc(Cl)cc3)nc2c1,1,9,-1,1,-4.2,1,2,2,4
Cc1ccc(CCNS(=O)(=O)c2cc(Br)cnc2N)cc1,-5,3,1,0,-3.1,3,2,2,7
COC(=O)c1ccc(S(=O)(=O)c2ccc(Cl)cc2)c(N)c1,6,-6,6,-3,0.3,-2,1,0,-1
O=C(CN(c1ccc(F)cc1)S(=O)(=O)c1ccc2c(c1)OCCO2)NCc1ccncc1,0,-2,6,1,1.0,-1,-1,4,2
CCC(C)NC(=O)N[C@@H](CCSC)C(=O)O (some centres not stated),3,-7,-5,-1,0.6,1,-1,2,-5
O=C(NCC1CCCCC1)c1cccc(-c2ccc(O)cc2)c1,-4,-10,-13,-1,-0.6,1,-8,-6,-8

Compound activity (PubChem)
